# BCR signal inh: qHTS Assay to Find Inhibitors of Chronic Active B-Cell Receptor Signaling; Potency, µM (series often up to 46.1 µM), for inactives: at the highest dose ratio change, negative = lower green/red ratio, hits mostly inhibitors; ABC-DLBCL IkBa-CBG/CBR reporter, luminescence ratio, 4 h; AID 493014, 2011; 340,000 tested, 0.05% active; active means well fitted inhibition curve with a large enough effect in the signal ratio, with a control signal flat, not every such curve was filed as active; inconclusive means small, poorly fitted or top-dose-only effect, or effect the other way, or a change in a side signal; the % refers to the signal ratio;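 further: plate controls were basal doxycycline-induced cells for no effect and cells given 10 µM MG132 for full effect; MG132 reads +100%, hits lower the ratio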
#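 Concentration-response series (up to 46 uM) were applied to TMD8 dual-reporter cells for 4 h at 37C with doxycycline. Green/red ratio, after filter-overlap correction, defined %Activity; red signal alone was normalised to basal cells and zero luminescence.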
# Numbers without * were called inactive; ? = inconclusive. Potency means the concentration at half of the fitted maximal effect.
SMILES,BCR signal inh
O=C(CSc1nnc(-c2ccncc2)n1-c1ccccc1)Nc1ccc(Br)cc1,5%
COc1ccc(CNC(=O)C2CCN(S(=O)(=O)c3cccc4nonc34)CC2)cc1OC,6%
Cc1ccc(C)c(N2CCN(c3ccc(NC(=O)c4cccs4)cc3C(=O)O)CC2)c1,2%
CC1CCN(S(=O)(=O)c2ccc(C(=O)Nc3sc4c(c3C(N)=O)CC(C)(C)NC4(C)C)cc2)CC1,1%
CC(=O)N1CCc2c(sc(NC(=O)CSc3ccc(C)cc3)c2-c2nc3ccccc3s2)C1,?
Cc1ccc(N2C(=O)N(Cc3cc(=O)n4ccccc4n3)c3ccccc3S2(=O)=O)cc1Cl,-19%
COc1cc(C2C(=O)N(C3CCCCC3)CC(=O)N2Cc2ccc(C)cc2)ccc1OC(C)C (stereo not given),-6%
COc1cccc(CNC(=O)Cn2nc(-c3ccc(C)cc3)ccc2=O)c1,-5%
CC(=O)Nc1ccc(S(=O)(=O)NCCc2csc3nc(-c4ccc(Cl)cc4)nn23)cc1,11%
COc1ccc(C(=O)NCc2ccc3c(c2)CCN3C(C)=O)cc1OC,?
COc1ccc(NC(=O)N(C(C)C)C2CCN(C(C)=O)CC2)c(OC)c1,-5%
CC1CCC(N2CC(=O)N(CCC3=CCCCC3)C(c3ccc(F)cc3)C2=O)CC1 (stereo not given),-4%
CCOC(=O)c1ccc(CN(Cc2ccc(F)cc2)S(=O)(=O)c2cc(C(=O)Nc3cccc(C(F)(F)F)c3)ccc2F)cc1,6%
COc1ccccc1CCNC(=O)C(=O)NCC(c1cccs1)S(=O)(=O)c1ccc(C)cc1 (stereo not given),?
COc1ccc(CNC(=O)c2cnn3c(C)c(Cc4ccc(F)cc4)c(C)nc23)cc1,-2%
O=C(CSc1nnc(-c2ccc(Br)cc2)n1-c1ccccc1)c1ccccc1,17%
CCc1ccc(NC(=O)c2cc(S(=O)(=O)NC3CCCC3)ccc2F)cc1,?
CCCc1cc(=O)[nH]c2nnc(SCC(=O)Nc3cccc(C)c3)n12,-25%
Cc1ccc(CNC(=O)CSc2nc3ccsc3c(=O)n2-c2ccc(Br)cc2)cc1,2%
COC(=O)c1ccc(NC(=O)CSc2nc(=O)[nH]c3c2CCCC3)cc1,0%
CCCCNC(=O)C1CCN(S(=O)(=O)CCC)CC1,1%
COc1ccc(S(=O)(=O)NCC(c2ccco2)S(=O)(=O)c2cccs2)cc1OC (stereo not given),?
Cc1cc(=O)[nH]c2nnc(SCC(=O)NC(C)(C)C)n12,5%
CCN(Cc1ccccc1)S(=O)(=O)c1cc(C(=O)Nc2cc(Cl)cc(Cl)c2)ccc1F,16%
COc1cccc(CNC(=O)Cn2c(=O)n3nc(-c4cccc(C)c4)nc3c3ccccc32)c1,?

# A draw from above in order of SMILES length, smallest number first.
SMILES,BCR signal inh
CCCCNC(=O)C1CCN(S(=O)(=O)CCC)CC1,1%
Cc1cc(=O)[nH]c2nnc(SCC(=O)NC(C)(C)C)n12,5%
CCCc1cc(=O)[nH]c2nnc(SCC(=O)Nc3cccc(C)c3)n12,-25%
CCc1ccc(NC(=O)c2cc(S(=O)(=O)NC3CCCC3)ccc2F)cc1,?
O=C(CSc1nnc(-c2ccncc2)n1-c1ccccc1)Nc1ccc(Br)cc1,5%
Cc1ccc(CNC(=O)CSc2nc3ccsc3c(=O)n2-c2ccc(Br)cc2)cc1,2%
CC1CCC(N2CC(=O)N(CCC3=CCCCC3)C(c3ccc(F)cc3)C2=O)CC1 (stereo not given),-4%
Cc1ccc(C)c(N2CCN(c3ccc(NC(=O)c4cccs4)cc3C(=O)O)CC2)c1,2%
COc1ccccc1CCNC(=O)C(=O)NCC(c1cccs1)S(=O)(=O)c1ccc(C)cc1 (stereo not given),?
CC(=O)Nc1ccc(S(=O)(=O)NCCc2csc3nc(-c4ccc(Cl)cc4)nn23)cc1,11%
COc1cccc(CNC(=O)Cn2c(=O)n3nc(-c4cccc(C)c4)nc3c3ccccc32)c1,?
Cc1ccc(N2C(=O)N(Cc3cc(=O)n4ccccc4n3)c3ccccc3S2(=O)=O)cc1Cl,-19%
CC1CCN(S(=O)(=O)c2ccc(C(=O)Nc3sc4c(c3C(N)=O)CC(C)(C)NC4(C)C)cc2)CC1,1%
CCOC(=O)c1ccc(CN(Cc2ccc(F)cc2)S(=O)(=O)c2cc(C(=O)Nc3cccc(C(F)(F)F)c3)ccc2F)cc1,6%

# (next part)
SMILES,BCR signal inh
COc1ccc(CCNc2nc(SCc3ccccc3F)nc3ccccc23)cc1OC,-6%
COc1ccc(CC(=O)Nc2ccc(-c3nc4ccccc4s3)cc2Cl)cc1OC,13%
Cc1ccc(Cn2c(CO)cnc2SCc2cccc(F)c2)cc1,7%
CC1CCCCN1CCCNC(=O)c1cc(Sc2ccc(Cl)cc2)nc2ccccc12 (stereo not given),-10%
O=C(NCCc1ccccc1)c1cc(Sc2cccc(Cl)c2)nc2ccccc12,11%
CN1C(=O)Cc2cc(S(=O)(=O)NCc3ccc(Cl)cc3)ccc21,0%
COc1ccc(-c2nnc(SCC(=O)NCCc3ccccc3)nc2-c2ccc(OC)cc2)cc1,0%
COc1ccc(N2CC(NC(=O)/C=C\c3ccc(OC)c(OC)c3)CC2=O)cc1 (stereo not given),-4%
Cc1cccc(NC(=O)CSc2nc3ccccc3c3nc(CCn4cncc4C)nn23)c1,7%
CCc1ccc(CNC(=O)CN2C(=O)CSc3ccc(S(=O)(=O)N4CCOCC4)cc32)cc1,?
O=c1cc(-c2ccccc2)n2c(SCc3ccc(Cl)cc3)nnc2[nH]1,3%
CCN(CC)c1nc2ccccc2nc1C(=O)Nc1ccc(C(C)=O)cc1,?
CCc1cnc2c(c1SCC(=O)NCc1ccccc1)c(=O)n(C)c(=O)n2C,?
CCc1ccc(Nc2cc(C(=O)NCCCN(C)c3ccccc3)c3ccccc3n2)cc1,10%
Cc1ccc(N2CC(NC(=O)c3ccc(S(=O)(=O)N4CCOCC4)cc3)CC2=O)cc1C (stereo not given),6%
CCc1nc2ccc(C(=O)NCc3cc(OC)ccc3OC)cc2nc1CC,-2%
COc1ccc(-c2nc3c4ccccc4n(CC(=O)N4CCN(c5ccccc5F)CC4)c(=O)n3n2)cc1,-5%
N#Cc1ccc(C(=O)NCc2ccc3c(c2)CCN3C(=O)c2ccc(F)cc2)cc1,5%
COc1ccc(-c2nc3sc(CCNS(=O)(=O)c4ccccc4)c(C)n3n2)cc1,-5%
COc1ccc(Nc2cc(C(=O)NCCCN(C)Cc3ccccc3)c3ccccc3n2)cc1,29%
CCc1ccccc1N1C(=O)N(Cc2cccc(Cl)c2)c2ccccc2S1(=O)=O,?
COc1ccc(-c2nc3sc(CCNC(=O)C(=O)Nc4ccc(C)c(F)c4)c(C)n3n2)cc1,?
CCCCN(CCCC)c1ncnc2c1cnn2-c1cccc(C)c1,25%
Cc1ccc(NC(=O)c2oc3ccc(S(=O)(=O)N4CCCCCC4)cc3c2C)c(C)c1,?
COc1ccc(N2CCN(C(c3ccccc3F)c3sc4nc(-c5ccco5)nn4c3O)CC2)cc1 (stereo not given),?

# The list goes on.
SMILES,BCR signal inh
Nc1c(C(=O)c2ccccc2)sc(Nc2ccc(Cl)c(Cl)c2)c1C(=O)Nc1ccccc1,?
COc1cccc(NC(=O)c2oc3ccc(S(=O)(=O)N(C)C4CCCCC4)cc3c2C)c1,15%
Cc1nc2ccccc2c(=O)n1-c1ccc(NC(=O)c2cccc([N+](=O)[O-])c2)cc1,11%
Cc1ccc(C)c(N2CCN(C(=O)Cc3c(C(=O)O)c(C)cn3C)CC2)c1,0%
CCOc1ccccc1NC(=O)CN1C=NS(=O)(=O)c2ccccc21,-1%
CCOC(=O)CSc1nc2c(sc3ccccc32)c(=O)n1Cc1ccc(C)cc1,-2%
COc1ccc(CCNC(=O)c2cc(Sc3cccc(Cl)c3)nc3ccccc23)cc1OC,2%
CCc1nnc2c(Nc3ccc(Br)c(C)c3)nc3ccccc3n12,-2%
Cn1ncc2c(Nc3cc(C(F)(F)F)ccc3Cl)ncnc21,-3%
Cc1ccccc1CN1C(=O)c2ccccc2S(=O)c2ccc(C(=O)NC3CCC(C)CC3)cc21 (stereo not given),-3%
Cc1ccc2sc(N3CCN(C(=O)CCS(=O)(=O)c4ccc(Cl)cc4)CC3)nc2c1C,0%
O=C(c1ccc2c(c1)N(Cc1cccc(Cl)c1)C(=O)c1ccccc1S2(=O)=O)N1CCc2ccccc21,0%
CCC(C)NC(=O)CSc1nc2c(sc3ccccc32)c(=O)n1CCc1ccccc1 (stereo not given),1%
O=C(Nc1cccc(Cl)c1)c1cc(S(=O)(=O)N2CCC3(CC2)OCCO3)ccc1F,1%
Cc1cccc(C(=O)N2CCc3cc(CNC(=O)c4ccc(Br)o4)ccc32)c1,-3%
CCOc1ccc(CNC(=O)C2CCN(Cc3cc4ccccc4n3Cc3ccccc3C)CC2)cc1,-8%
CN1C(=O)c2ccccc2Sc2ccc(NC(=O)Cc3ccc(Cl)cc3)cc21,?
O=C(Cc1cccs1)NC1CC(=O)N(c2ccc(F)cc2)C1 (stereo not given),6%
COc1ccc(CC(=O)Nc2ccc(-c3nc4ccccc4s3)c(C)c2)cc1OC,?
Cc1ccc(-n2ncc3c(N4CCN(c5ccccc5)CC4)ncnc32)cc1C,-1%
CC(C)CN(CCCNC(=O)CN1N=C(c2ccccc2)CCC1=O)CC(C)C,1%
COc1cc(OC)c(OC)cc1/C=C/c1nc2ccccc2c(=O)n1-c1ccc(Br)c(C)c1,-1%
CC(Nc1ncnc2c1cnn2-c1cccc(Cl)c1)c1ccccc1 (stereo not given),?
O=C(/C=C\c1ccc2c(c1)OCO2)NC1CC(=O)N(c2ccc(Cl)cc2)C1 (stereo not given),-10%
COc1ccc(-n2cc(-c3ccccc3)c3c(Nc4ccc(OC)c(OC)c4)ncnc32)cc1,-16%

# Next part.
SMILES,BCR signal inh
Cc1ccc(CSc2c(C)cnc3c2c(=O)n(C)c(=O)n3C)cc1,-9%
CCOC(=O)c1c(S(=O)(=O)N2CCCC(C(=O)Nc3ccc(C)cc3C)C2)c(C)n(CC)c1C (stereo not given),12%
CCOC(=O)c1ccc2c(c1)N(Cc1ccc(F)cc1Cl)C(=O)c1ccccc1S2,-5%
Cc1ccc(CN2CCN(C3CCN(C(=O)Nc4ccccc4C(F)(F)F)CC3)C(=O)C2=O)cc1,-14%
Cc1ccc(CCNC(=O)c2cnc3c(C)cccn3c2=O)cc1,-23%
CCOC(=O)c1c(C)[nH]c(C)c1S(=O)(=O)N(C)CC(=O)NCc1ccc(Cl)cc1,?
COc1ccc(NC(=O)C2CCCN(c3ncnc4onc(C)c34)C2)cc1OC (stereo not given),-6%
CCOC(=O)c1ccccc1NC(=O)COC(=O)CC(C)(C)CC1=NS(=O)(=O)c2ccccc2N1,?
CCCCn1c(SCC(=O)c2ccccc2)nc2c(sc3ccccc32)c1=O,?
Cc1ccc2nc(N3CCN(C(=O)C4COc5ccccc5O4)CC3)sc2c1 (stereo not given),?
COc1ccc(NC(=O)CN(C)S(=O)(=O)c2ccc3[nH]c4c(c3c2)CCCC4)cc1OC,-23%
Cc1ccccc1CNC(=O)C(=O)NCC(c1ccco1)S(=O)(=O)c1cccs1 (stereo not given),-5%
CCOc1ccc(CNC(=O)c2cc(=O)[nH]c3ccc(S(=O)(=O)N4CCCC4)cc23)cc1,0%
CC(=O)Nc1ccc(S(=O)(=O)N2CCC(c3ccncc3)CC2)cc1,2%
CCc1cccc(NC(=O)Cn2c(-c3ccc(F)cc3)cc(C(C)=O)c2C)c1,19%
O=C(Nc1c2c(nn1-c1ccc(Cl)cc1)CS(=O)(=O)C2)c1ccc(Br)cc1,-2%
CCOC(=O)c1cc(-c2ccccc2)n(CCCC(=O)Nc2ccccc2C)c1C,-16%
CCN(c1ncnc2c1cnn2-c1cc(Cl)ccc1C)C1CCCCC1,?
CCN(CC)c1ncnc2c1cnn2-c1cc(Cl)ccc1C,?
CCN(CC)S(=O)(=O)c1ccc(C(=O)NC2CC(=O)N(c3ccc4c(c3)OCCO4)C2)cc1 (stereo not given),-2%
O=c1cc(-c2ccccc2)n2c(SCc3ccc(F)cc3)nnc2[nH]1,3%
COc1ccc(N2CC(NC(=O)C(c3ccccc3)c3ccccc3)CC2=O)cc1OC (stereo not given),-5%
Cc1ccc(CNC(=O)c2ccc(CSCc3ccc(C)cc3)o2)cc1,-14%
COCCCNC(=O)CSc1nc2c(sc3ccccc32)c(=O)n1CCc1ccccc1,8%
COc1ccc(C(=O)CN2C(=O)N(c3cc(C)ccc3C)S(=O)(=O)c3ccccc32)cc1,0%

# New compounds follow:
SMILES,BCR signal inh
COc1ccc(-c2cnn3c(C)cc(C)nc23)cc1OC,?
CCCCc1ccc(NC(=O)CSc2nc(=O)[nH]c3c2CCCC3)cc1,?
COc1ccc(OC)c(-n2cnc3cc(C(=O)NC4CCCCCC4)ccc32)c1,-1%
COc1ccc(N2CC(NC(=O)c3ccc(OC(C)C)cc3)CC2=O)cc1 (stereo not given),-15%
COc1ccc(-c2nc3sc(CCNC(=O)C(=O)Nc4cc(F)ccc4F)c(C)n3n2)cc1,-4%
CCN(CC)C(=O)CSc1nc2cc3c(cc2c(=O)n1Cc1ccc(C(=O)NCCc2ccc(OC)c(OC)c2)cc1)OCO3,-1%
CC1=C(C(=O)Nc2cccc(F)c2)C2(CCCCC2)OC1=O,?
CC1=C(c2ccc(F)cc2)S(=O)(=O)NC1=NCc1ccccc1F,16%
CCc1ccc(-n2cnc3cc(C(=O)NCc4ccc(C)cc4)ccc32)cc1,-13%
CCOc1cccc2sc(N(Cc3cccnc3)C(=O)c3ccco3)nc12,-1%
COc1cccc(NC(=O)CSc2nc(=O)n(Cc3ccccn3)c3c2CCC3)c1,?
COc1cccc(CSc2nc3ccccc3c3nc(CCn4c(C)nc5ccccc54)nn23)c1,6%
Cc1cc(-n2c(SCc3ccccc3F)nc3[nH]ncc3c2=O)ccc1Cl,?
COc1ccccc1CN1C(=O)CN(C2CCCCCC2)C(=O)C1c1ccc(C)cc1 (stereo not given),1%
CCOc1ccc(-c2nc(C#N)c(NCCCOC)o2)cc1,-17%

# A portion of the library; count on the stated rates, not on these rows.
